# Source: PubChem
# PPARg SRC-3 ag: PPARgamma agonists recruiting SRC-3 coactivator, primary screen, biochemical; Peroxisome proliferator-activated receptor gamma (Homo sapiens), P37231; biochemical PPARgamma/SRC-3 coactivator recruitment assay; activation, % at 8 µM; 200,000 compounds, 0.26% hits; in the data active = activation above about 23%;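 also: 0% = DMSO and 100% = reference agonist; some compounds past the cut are filed as inactive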
# PMI act hi M6P: human PMI activators, high substrate, primary screen, biochemical, fluorescence intensity, near-saturating mannose 6-phosphate. Mannose-6-phosphate isomerase (Homo sapiens), P34949. coupled PMI enzyme assay, resazurin fluorescence, 20 min; active compounds read high; 1 = untreated enzyme, 0 = substrate-free blank. activation factor at 20 µM. 190,000 compounds, 0.34% hits. AID 1216, 2008;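 active = activation factor of 2 or more at 20 µM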
#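 Material: human phosphomannose isomerase with PGI, G6PDH, diaphorase coupling enzymes. Quantity: 15 ng/mL PMI. Medium: HEPES pH 7.4 buffer with MgCl2 and Tween-20. Reagent: Near-saturating mannose-6-phosphate, 1.0 mM. Compound: 20 µM single dose. Times: enzyme reaction with compound 20 min at room temperature. Detection: resorufin fluorescence at Ex 544/Em 590 nm.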
# G6PDH CS: L. mesenteroides G6PDH inhibitors, counter-screen for G6PDH-coupled screening assays, biochemical, Leuconostoc mesenteroides enzyme; inhibition, % at 5 µM; Purified L. mesenteroides G6PDH, diaphorase/resazurin coupled fluorescence, 45 min; 200,000 compounds, 0.12% hits; AID 1020, 2008; in the data active = inhibition above about 50%
# ROMK mod: ROMK potassium channel modulators, primary screen, cell-based, thallium flux, MLSMR library. ATP-sensitive inward rectifier potassium channel 1 (Homo sapiens), P48048. Tet-inducible ROMK, thallium flux fluorescence; actives lie on both sides. B-score at 10 µM. 130,000 compounds, 2% hits. AID 1918, 2009;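 active = signal ratio slope over the read window, or its plate-corrected B-score, at least 3 SD from the plate mean, either direction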;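 also: B-score of the F/F0 ratio slope over 7 to 12 s after thallium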
# Target sequence (P48048 whole entry, looked up): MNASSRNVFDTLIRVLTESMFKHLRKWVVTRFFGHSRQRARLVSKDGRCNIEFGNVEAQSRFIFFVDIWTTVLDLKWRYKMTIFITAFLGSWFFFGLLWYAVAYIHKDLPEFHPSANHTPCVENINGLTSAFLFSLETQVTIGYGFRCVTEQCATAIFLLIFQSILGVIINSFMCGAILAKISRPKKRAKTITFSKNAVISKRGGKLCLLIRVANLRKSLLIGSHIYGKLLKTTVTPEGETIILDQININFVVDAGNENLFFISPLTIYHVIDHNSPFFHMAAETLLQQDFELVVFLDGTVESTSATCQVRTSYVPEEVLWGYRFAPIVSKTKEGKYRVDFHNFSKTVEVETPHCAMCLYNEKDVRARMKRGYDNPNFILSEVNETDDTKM
# PMI activator: activators of human PMI, primary screen, biochemical, fluorescence intensity, near-Km mannose 6-phosphate; Mannose-6-phosphate isomerase (Homo sapiens), P34949; purified human PMI, coupled resazurin fluorescence, 20 min; active compounds read high; 1 = vehicle control, 0 substrate-free wells; activation factor at 20 µM; 190,000 compounds, 0.005% hits; AID 1214, 2008;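 active = activation factor of 2 or more at 20 µM, relative to plate controls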
# Diaph act CS: compounds boosting diaphorase resazurin reduction – biochemical, uHTS, resorufin fluorescence, counter-screen for diaphorase-coupled primary assays, primary screen. activation factor at 20 µM. 190,000 compounds, 0.005% hits. Diaphorase/resazurin coupled assay, 16 min; active compounds read high; 1 = vehicle wells, 0 = NADH-free wells;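 active = diaphorase activity raised at least twofold by the compound at 20 µM; inactive = activation factor below 2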
#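 Material: bacterial diaphorase enzyme (C. kluyveri); amount: enzyme 0.07 U/mL final; reagent: NADH substrate 0.114 mM plus resazurin dye 0.1 mM, final; doses: single compound dose of 20 µM, 1% DMSO final; timing: 16 min enzyme reaction, ambient temperature; measured by: fluorescence of resorufin, 544 nm excitation, 590 nm emission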
# PPARg SRC-2 ag: agonists of PPARg-SRC-2 recruitment, primary screen, biochemical, HTS | Peroxisome proliferator-activated receptor gamma (Homo sapiens), P37231 | PPARgamma LBD-SRC-2 recruitment | activation, % at 8 µM | 200,000 compounds, 0.34% hits; in the data active = activation above about 22%;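 also: 0% = vehicle and 100% = reference agonist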
# SRC2 TRFRET art: TR-FRET signal artefacts, primary screen, artefact control for PPARgamma SRC-2 agonist project, biochemical. TR-FRET ratio at 8 µM. TR-FRET artefact counter-screen; active compounds read high. 200,000 compounds, 0.4% hits; in the data active = TR-FRET ratio above about 2000; also: inactives centre near 1500
# Diaph inh CS: diaphorase inhibitors and chemical oxidizers, primary screen, counter-screen for diaphorase-coupled primary assays, biochemical, uHTS, resorufin fluorescence. diaphorase resazurin-to-resorufin fluorescence, NADH, 16 min; bacterial (C. kluyveri) enzyme, not human. inhibition, % at 20 µM. 190,000 compounds, 0.69% hits;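 active = primary screen inhibition at 20 µM above a set limit, cut at about 50% in these data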;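 also: plate controls were DMSO with full reaction for no effect and wells lacking NADH for full effect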
#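 System: Diaphorase enzyme from Clostridium kluyveri | Amount: Enzyme working solution with 0.14 U/mL diaphorase | Benchmarks: No-NADH positive control and DMSO neutral control | Signal: Fluorescence of resorufin formed from resazurin, Ex 544/Em 590 nm | Schedule: 16-min room-temperature incubation before reading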
# S1P3 antagonist: S1P3 receptor antagonists, primary screen, cell-based; CHO S1P3 NFAT-BLA reporter, FRET fluorescence, antagonist mode; inhibition, % at 4.98 µM; 170,000 compounds, 0.27% hits; Sphingosine 1-phosphate receptor 3 (Homo sapiens), Q99500;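 active = inhibition above the plate cutoff, the mean inhibition of test wells on that plate plus 3 SD, cut at about 28% in these data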;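 also: cells challenged with S1P at its EC80 of 0.8 µM; blue over green emission ratio from cleaved BLA substrate after 4 h stimulation; 0% = S1P-stimulated wells and 100% = unstimulated DMSO-only wells; some compounds past the cut are filed as inactive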
# Target sequence (Q99500 whole entry, looked up): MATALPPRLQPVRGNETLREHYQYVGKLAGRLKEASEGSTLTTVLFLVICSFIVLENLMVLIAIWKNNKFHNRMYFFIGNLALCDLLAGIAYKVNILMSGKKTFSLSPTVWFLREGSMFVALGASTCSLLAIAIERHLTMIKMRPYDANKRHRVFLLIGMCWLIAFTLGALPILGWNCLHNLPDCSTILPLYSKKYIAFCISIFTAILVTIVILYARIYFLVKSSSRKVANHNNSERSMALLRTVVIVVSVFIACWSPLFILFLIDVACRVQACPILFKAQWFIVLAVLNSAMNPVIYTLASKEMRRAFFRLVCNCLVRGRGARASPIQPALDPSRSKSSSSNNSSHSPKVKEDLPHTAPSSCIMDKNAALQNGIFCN
# PPARg SRC-1 ag: PPARgamma agonists recruiting SRC-1 coactivator, primary screen, biochemical. Peroxisome proliferator-activated receptor gamma (Homo sapiens), P37231. PPARgamma-SRC-1 coactivator recruitment biochemical assay. activation, % at 8 µM. 200,000 compounds, 0.41% hits. AID 631, 2007; in the data active = activation above about 19%;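 also: 0% = DMSO and 100% = reference agonist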
# * = called active by the depositor; x = no result given. Compounds as they come; overall some 3.3% were active at least once.
1	COc1ccccc1CNS(=O)(=O)c1cccc(S(=O)(=O)N2CCOCC2)c1
2	O=C1CCCCCN1CP(=O)(O)CCc1ccccc1
3	O=C(CSc1ncccn1)Nc1ccc(S(=O)(=O)N2CCCCC2)cc1
4	N#Cc1cnc(SCC(=O)NNC(=O)COc2cccc3ccccc23)nc1N
5	O=C1OCc2ccc(NC(=O)C3CCCCC3)cc21
6	O=C(NC(Cc1ccccc1)C(=O)O)c1ccccc1 (stereo not given)
7	COc1ccc(C(=O)CSc2nnc(Cn3nnc4ccccc43)n2C)cc1
8	CCOc1ccc(CN(C)CC(=O)Nc2cc(OC)c([N+](=O)[O-])cc2C)cc1

entry no.	1	2	3	4	5	6	7	8
PPARg SRC-3 ag	13.1	17.4	-4.7	3.8	7.6	0.5	1.0	-8.2
PMI act hi M6P	0.9	1.1	1	0.9	1	1	1.1	1
G6PDH CS	-12.5	15.7	2.3	2.2	0.5	-1.4	11.3	-15.3
ROMK mod	x	-0.0143	x	x	-0.0904	x	-0.21	x
PMI activator	1	1.1	1	0.8	0.9	0.9	1.1	1
Diaph act CS	0.9	1	0.9	0.8	1	0.9	1	1
PPARg SRC-2 ag	5.7	10.4	5.4	-2.6	-2.7	0.9	8.4	1.9
SRC2 TRFRET art	1409	1660	1571	1436	1527	1535	1364	1526
Diaph inh CS	9.4	2.1	6.2	18.4	4.3	7.6	4.2	1.4
S1P3 antagonist	-29.7	-71.4	x	1.1	x	-17.3	x	-24.8
PPARg SRC-1 ag	4.9	13.3	9.5	-4.3	-4.2	5.8	6.5	-6.6

9	O=C(Cn1cnc2c(nnn2Cc2ccc(F)cc2)c1=O)N1CCN(c2ccccc2)CC1
10	CCOC(=O)c1ccccc1NC(=O)Cn1cnc2c1c(=O)n(C)c(=O)n2C
11	NC1=NS(=O)(=O)NC1c1ccc(Br)cc1 (stereo not given)
12	CC(=O)Nc1cc(-c2ccccc2)nn1Cc1ccc(Cl)cc1
13	O=C(CNC1CCCCCC1)Nc1ccc(N2CCCC2)cc1
14	CSc1nnc2c(n1)[nH]c1c(C)cccc12
15	COC(=O)c1ccc(NC2CC(=O)N(c3ccccc3C)C2=O)cc1 (stereo not given)
16	CCCCn1cnc2sc3c(c2c1=N)CCCC3

entry no.	9	10	11	12	13	14	15	16
PPARg SRC-3 ag	-3.3	3.8	-1.6	2.4	8.5	6.1	4.2	-1.2
PMI act hi M6P	1	1	1	1	0.9	1	1.1	1
G6PDH CS	2.2	0.2	8.2	3.1	2.3	4.6	9.9	-4.6
ROMK mod	-1.38	-0.0563	0.853	-1.32	-0.869	x	-0.343	x
PMI activator	0.9	1	0.9	0.9	0.9	1	1	0.9
Diaph act CS	0.9	0.9	0.9	0.8	0.9	0.8	1	0.9
PPARg SRC-2 ag	-0.8	5.1	-1.8	13.2	10.6	1.7	4.4	0.5
SRC2 TRFRET art	1478	1329	1613	1595	1558	1740	1487	1672
Diaph inh CS	11.5	13.8	7.0	20.4	10.9	17.5	-3.1	7.4
S1P3 antagonist	-1.9	3.1	11.5	x	x	11.8	x	-15.2
PPARg SRC-1 ag	3.8	1.8	3.0	2.3	-1.1	0.3	0.0	0.5

17	CCOC(=O)N1CCC(=NNc2ncc(C(F)(F)F)cc2Cl)CC1
18	O=C(Nc1ccc2c(c1)CCC2)c1cccc(S(=O)(=O)N2CCN(c3ccc(F)cc3)CC2)c1
19	COc1ccc(N2C(=O)CC(n3cnc4ccccc43)C2=O)cc1 (stereo not given)
20	COc1ccc(N/N=C(/Oc2ccc([N+](=O)[O-])cc2)C(C)=O)cc1
21	Cc1cc(C)c(C#N)c(N2CCC(C(N)=O)CC2)n1
22	CCCNC(=O)Cc1ncn[nH]1
23	O=S1(=O)N=C(Nc2ccc(O)cc2)c2ccccc21
24	Cc1ccc(S(=O)(=O)N[C@H](C(=O)OCC(=O)N2N=C(c3ccc(Cl)cc3)CC2c2ccco2)C(C)C)cc1 (stereo not given in full)

entry no.	17	18	19	20	21	22	23	24
PPARg SRC-3 ag	6.2	3.5	-9.9	-4.6	-1.3	16.6	5.5	2.4
PMI act hi M6P	1.1	1	0.9	1	0.9	1	1	0.8
G6PDH CS	8.4	-1.7	3.6	1.2	-1.7	0.8	-2.7	-23.5
ROMK mod	0.0583	x	-0.0359	x	0.916	0.405	1.19	0.0501
PMI activator	1.1	1	1	1	1	1	1	0.8
Diaph act CS	1	0.8	0.9	0.9	1	0.9	0.8	0.7
PPARg SRC-2 ag	2.2	-4.7	-1.9	6.4	1.6	-1.4	2.5	2.4
SRC2 TRFRET art	1565	1351	1404	1477	1577	1706	1683	1651
Diaph inh CS	4.2	15.7	9.7	5.8	2.5	13.9	18.2	28.2
S1P3 antagonist	-15.4	x	x	x	-0.7	-2.8	-5.2	-9.7
PPARg SRC-1 ag	5.2	8.6	-4.4	-3.0	5.5	9.0	3.2	-3.5

25	Cc1ccc(Oc2c(C=O)c3ccccc3n2C)cc1
26	N#Cc1cc(-c2ccccc2)nc(Oc2ccc(Cl)cc2)n1
27	COC(=O)c1cn(CCOc2ccccc2OC)c2ccccc12
28	CC(=O)N1CCCc2cc(S(=O)(=O)N3CCN(c4ccccn4)CC3)ccc21
29	CCN=C1SC(C(=O)Nc2cccc(C(=O)O)c2)CC(=O)N1CC (stereo not given)
30	O=C1NCC(CN(c2ccccc2)c2ccccc2)O1 (stereo not given)
31	CC(C)c1ccc2nc(N)sc2c1
32	Cc1ccc(-c2nnc(N3CCN(C(=O)Cn4c(=O)n(C)c5ccccc54)CC3)c3ccccc23)cc1

entry no.	25	26	27	28	29	30	31	32
PPARg SRC-3 ag	-4.5	3.8	-11.9	-2.9	-2.1	5.6	1.9	6.1
PMI act hi M6P	0.9	0.9	0.9	1	0.9	0.8	1	1
G6PDH CS	6.1	-6.4	-0.2	6.7	13.8	16.9	11.1	1.3
ROMK mod	x	0.288	x	x	0.304	-0.577	-0.0283	-0.0514
PMI activator	0.9	0.9	0.9	1	0.9	0.9	1.1	1
Diaph act CS	0.8	0.9	0.8	1	0.8	0.8	1	0.9
PPARg SRC-2 ag	-6.7	-2.6	1.0	2.8	-2.7	1.9	-0.4	5.0
SRC2 TRFRET art	1241	1901	1533	1537	1585	1457	1608	1453
Diaph inh CS	17.6	13.0	21.0	0.3	18.7	23.6	3.7	8.5
S1P3 antagonist	x	1.8	x	-10.4	-8.0	11.4	-9.3	x
PPARg SRC-1 ag	-4.8	10.8	2.4	1.4	-0.7	6.3	-3.4	-0.7

# By substructure: those above with an NH in an aromatic ring.
14	CSc1nnc2c(n1)[nH]c1c(C)cccc12
22	CCCNC(=O)Cc1ncn[nH]1

entry no.	14	22
PPARg SRC-3 ag	6.1	16.6
PMI act hi M6P	1	1
G6PDH CS	4.6	0.8
ROMK mod	x	0.405
PMI activator	1	1
Diaph act CS	0.8	0.9
PPARg SRC-2 ag	1.7	-1.4
SRC2 TRFRET art	1740	1706
Diaph inh CS	17.5	13.9
S1P3 antagonist	11.8	-2.8
PPARg SRC-1 ag	0.3	9.0

# Continued.
33	CC(=O)c1cccc(NC(=O)CSc2nc(N3CCCCC3)nc(N3CCCCC3)n2)c1
34	CCC(C)NC(=O)CCS(=O)(=O)c1ccc2c(c1)n(C)c(=O)c(=O)n2C (stereo not given)
35	CC(=O)C1=C(NC(=O)c2ccccc2F)C[C@@H]2[C@H]1C2(C)C
36	Cn1c(=O)c2c(nc(Oc3ccccn3)n2C)n(C)c1=O
37	Cc1n[nH]c(C)c1N=Nc1ccc(Br)cc1
38	COc1ccc(-n2nc3c(c2NC(=O)Cc2cccc(C)c2)CS(=O)C3)cc1 (stereo not given)
39	CCOc1ccc(C(C)=O)cc1CSc1nnc(-c2ccncc2)n1CCOC
40	Cc1ccccc1NC(=S)Nc1ccc(Br)cc1

entry no.	33	34	35	36	37	38	39	40
PPARg SRC-3 ag	1.4	1.8	1.9	x	2.1	11.7	-0.5	5.7
PMI act hi M6P	1	0.9	0.9	1	0.9	1	1.1	1.1
G6PDH CS	18.8	-1.6	-2.6	3.8	-1.9	-3.3	14.1	-4.0
ROMK mod	0.861	x	-1.07	x	0.42	x	0.259	x
PMI activator	1	0.9	0.9	1	0.9	1.1	1.1	0.9
Diaph act CS	0.7	1	0.8	0.8	0.9	0.9	0.9	1
PPARg SRC-2 ag	5.7	4.9	0.2	x	3.4	5.2	-4.3	6.8
SRC2 TRFRET art	1495	1647	1502	x	1501	1532	1476	1567
Diaph inh CS	25.8	4.1	22.2	15.3	14.2	10.6	7.2	-3.4
S1P3 antagonist	11.1	13.6	x	-1.6	-13.8	-16.3	-7.8	2.1
PPARg SRC-1 ag	-2.3	1.1	0.2	x	0.8	14.8	-0.5	2.3

# Structures from the list above that have fluorine:
9	O=C(Cn1cnc2c(nnn2Cc2ccc(F)cc2)c1=O)N1CCN(c2ccccc2)CC1
17	CCOC(=O)N1CCC(=NNc2ncc(C(F)(F)F)cc2Cl)CC1
18	O=C(Nc1ccc2c(c1)CCC2)c1cccc(S(=O)(=O)N2CCN(c3ccc(F)cc3)CC2)c1
35	CC(=O)C1=C(NC(=O)c2ccccc2F)C[C@@H]2[C@H]1C2(C)C

entry no.	9	17	18	35
PPARg SRC-3 ag	-3.3	6.2	3.5	1.9
PMI act hi M6P	1	1.1	1	0.9
G6PDH CS	2.2	8.4	-1.7	-2.6
ROMK mod	-1.38	0.0583	x	-1.07
PMI activator	0.9	1.1	1	0.9
Diaph act CS	0.9	1	0.8	0.8
PPARg SRC-2 ag	-0.8	2.2	-4.7	0.2
SRC2 TRFRET art	1478	1565	1351	1502
Diaph inh CS	11.5	4.2	15.7	22.2
S1P3 antagonist	-1.9	-15.4	x	x
PPARg SRC-1 ag	3.8	5.2	8.6	0.2
